TNAP inh no acc: blocks human TNAP activity with no phosphate acceptor present; P05186; purified TNAP, CDP-star luminescence, 30 min; inhibition, % at 20 µM; hit rate 0.26% among 200,000; AID 1012;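 active means tissue-nonspecific alkaline phosphatase inhibition above about 50% at 20 µM in the single-dose screen, limit read from the data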;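 further: 0% = DMSO negative control and 100% = EDTA positive control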
Target sequence (P05186 whole entry, looked up): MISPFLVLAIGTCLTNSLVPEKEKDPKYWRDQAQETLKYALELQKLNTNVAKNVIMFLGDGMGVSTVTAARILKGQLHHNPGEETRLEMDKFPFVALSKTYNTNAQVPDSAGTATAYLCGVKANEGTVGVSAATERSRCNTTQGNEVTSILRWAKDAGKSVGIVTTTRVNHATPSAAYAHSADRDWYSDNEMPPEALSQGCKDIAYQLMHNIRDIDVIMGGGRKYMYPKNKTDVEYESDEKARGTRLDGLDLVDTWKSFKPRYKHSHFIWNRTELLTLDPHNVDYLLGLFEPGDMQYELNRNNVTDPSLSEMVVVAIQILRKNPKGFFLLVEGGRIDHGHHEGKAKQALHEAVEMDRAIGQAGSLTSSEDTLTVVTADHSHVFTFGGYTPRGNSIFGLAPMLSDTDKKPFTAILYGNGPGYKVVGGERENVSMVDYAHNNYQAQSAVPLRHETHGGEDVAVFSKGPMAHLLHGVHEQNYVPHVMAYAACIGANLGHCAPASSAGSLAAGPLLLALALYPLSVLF
HMGR II inh: E. faecalis class II HMG-CoA reductase inhibition; purified E. faecalis HMGR, NADPH absorbance 340 nm kinetic; inhibition, % at 10 µM; hit rate 0.41% among 190,000;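 active means inhibition above a set limit, the median over all tested compounds plus 3 SD, cut at about 9.5% in these data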;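 further: enzyme runs in reverse so mevalonate oxidation gives rising NADPH absorbance; 0% = complete reaction with DMSO and 100% = background rate lacking mevalonate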
PPARg SRC-2 ag: PPARgamma-driven SRC-2 recruitment agonism | P37231 | PPARgamma LBD-SRC-2 recruitment, biochemical | activation, % at 8 µM | hit rate 0.34% among 200,000 | AID 1032; in the data active means activation above about 22%;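 further: 0% = vehicle and 100% = reference agonist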
Target sequence (P37231 whole entry, looked up, the tested form may be a part): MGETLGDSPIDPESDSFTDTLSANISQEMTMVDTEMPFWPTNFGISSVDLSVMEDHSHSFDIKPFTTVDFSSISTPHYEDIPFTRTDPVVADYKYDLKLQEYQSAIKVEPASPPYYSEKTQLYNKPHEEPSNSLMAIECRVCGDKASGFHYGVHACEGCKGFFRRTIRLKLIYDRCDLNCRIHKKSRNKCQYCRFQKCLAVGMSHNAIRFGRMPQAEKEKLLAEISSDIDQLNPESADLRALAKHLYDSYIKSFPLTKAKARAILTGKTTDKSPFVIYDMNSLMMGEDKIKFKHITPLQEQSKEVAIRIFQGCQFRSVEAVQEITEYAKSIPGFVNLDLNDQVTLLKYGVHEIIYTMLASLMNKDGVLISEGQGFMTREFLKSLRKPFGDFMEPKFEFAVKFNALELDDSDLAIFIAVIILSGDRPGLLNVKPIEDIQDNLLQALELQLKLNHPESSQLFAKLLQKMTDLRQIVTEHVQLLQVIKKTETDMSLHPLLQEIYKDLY
PPARg SRC3 recr: agonists of human PPARgamma SRC-3 coactivator recruitment | P37231 | biochemical PPARgamma/SRC-3 coactivator recruitment assay | activation, % at 8 µM | hit rate 0.26% among 200,000; in the data active means activation above about 23%;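 further: 0% = DMSO and 100% = reference agonist; some compounds past the cut are filed as inactive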
bIAP activator: increases bovine intestinal alkaline phosphatase activity; hit rate 0.17% among 200,000; activation factor at 20 µM; purified bovine IAP, CDP-star luminescence, 30 min; hits give high values; fold of DMSO-control signal, blank-subtracted;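 active means activation factor of 2 or more at 20 µM, a signal rise over negative controls twice the positive control's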
TNAP inh hi DEA: inhibitors of human TNAP at high phosphate acceptor concentration; purified TNAP, CDP-star luminescence, 1 M DEA; inhibition, % at 20 µM; hit rate 0.03% among 200,000; AID 1135;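 active means over 50% inhibition of tissue-nonspecific alkaline phosphatase at 20 µM in the single-dose screen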;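 further: plate controls were DMSO wells for no effect and EDTA-quenched wells as full inhibition for full effect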
bIAP inhibitor: blocks bovine intestinal alkaline phosphatase activity | purified bovine IAP, CDP-star luminescence, 30 min | inhibition, % at 20 µM | 190,000 tested, under 10 active | AID 1019;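 active means over 50% inhibition of intestinal alkaline phosphatase at 20 µM in the single-dose screen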
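System: purified bovine intestinal alkaline phosphatase (IAP) enzyme; Input: IAP diluted 1/65,000,000 in the well; Measured by: CDP-star luminescence signal; Compound dosing: 20 µM single dose; Incubation: 30 min reaction at room temperature.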
TNAP act hi DEA: increases human TNAP activity under high phosphate acceptor concentration | AID 1136 | activation factor at 20 µM | 200,000 tested, under 10 active | purified TNAP, CDP-star luminescence, 1 M DEA, 30 min; hits give high values; 0 = EDTA background, 1 = DMSO-only activity | P05186;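 active means activation factor at least 2 at 20 µM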
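Measured by: Luminescent substrate turnover signal | Test system: Human TNAP | Input: TNAP 1/800 final | Dosing: 20 µM single point | Schedule: 30 min, room temperature | Controls: EDTA wells as negative control, DMSO wells as positive control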
SRC2 TRFRET art: TR-FRET artefact, counter-screen to PPARgamma/SRC-2 agonist assay | hit rate 0.4% among 200,000 | AID 1049 | hits give high values | TR-FRET ratio at 8 µM; in the data active means TR-FRET ratio above about 2000; further: inactives centre near 1500
PPARg SRC1 recr: PPARgamma-driven SRC-1 recruitment agonism | P37231 | PPARgamma-SRC-1 coactivator recruitment biochemical assay | activation, % at 8 µM | hit rate 0.41% among 200,000; in the data active means activation above about 19%;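 further: 0% = DMSO and 100% = reference agonist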
* = called active by the depositor; nt = no result given.

SMILES,bIAP activator,SRC2 TRFRET art,PPARg SRC-2 ag,PPARg SRC3 recr,PPARg SRC1 recr,TNAP inh hi DEA,bIAP inhibitor,HMGR II inh,TNAP act hi DEA,TNAP inh no acc
O=C(N/N=C/c1cc(Cl)ccc1O)c1ccccc1Br,1.4,1691,-1,1,2,-3,-37,-8,1,-22
Cn1cccc1CC(=O)NNC(=O)Nc1ccc(F)cc1,1,1571,8,2,1,0,2,-3,1,-9
CCOC(=O)c1cnc2c(C(=O)OC)cccc2c1NCc1ccco1,1,1874,0,15,3,-4,2,-1,1,-4
CN(c1ccccc1)c1nc2ccsc2c(=O)s1,0.7,1572,8,12,2,-1,32,-8,1,-9
Cc1cc(N2CCC(C)CC2)nc(SCC(=O)c2ccccc2)n1,0.3,1539,15,8,2,0,nt,-1,1,-1
Cc1ccc(C(=O)Nc2scc(-c3ccccc3)c2C(=O)O)o1,1,1575,1,-2,-5,-6,2,2,1.1,-16
COc1ccc(-c2csc(NC(=O)Cc3cccc4ccccc34)c2C(=O)O)cc1,0.9,1529,5,2,12,-3,6,1,1,-8
CCN1C(=O)NC2C1N(S(C)(=O)=O)CCN2S(C)(=O)=O (stereo not drawn),1,1585,10,6,7,0,3,-7,1,-11
Cc1cc(NC(=O)COC(=O)C2COc3ccccc3O2)no1 (stereo not drawn),0.9,1649,1,2,0,-9,5,0,1.1,2
COc1ccc(C2CC(c3ccccc3)=NN2C(=O)COC(=O)c2cccnc2Cl)cc1 (stereo not drawn),0.9,1559,7,-7,-2,-3,13,-7,1,-34
CCn1c(CSCc2ccc(Cl)cc2)nnc1SCC(=O)Nc1cccc(C(=O)O)c1,0.9,1658,8,2,13,-6,9,-2,1.1,-9
COc1ccc(-c2nnn(CC(=O)c3ccccc3)n2)cc1OC,1.1,1419,3,2,4,0,-8,-4,1,-8
COc1ccccc1NC(=O)N1CCC(c2nc3ccccc3o2)CC1,0.9,1657,0,1,-1,-3,11,2,1,-6
COc1cc2[nH]c(=S)nc(NCCCOC(C)C)c2cc1OC,1.1,1535,9,6,1,-2,-6,-4,1,-10
Cc1cccc(Nc2nc(N)c([N+](=O)[O-])c(N3CCCC(C)C3)n2)c1 (stereo not drawn),0.9,1361,-2,-1,-4,10,8,0,0.9,-3
Cc1c(C=O)c2ccccn2c1C(=O)c1cccc([N+](=O)[O-])c1,1,1715,11,6,11,-1,-3,2,1,-6
O=C(NCCN1C(=O)S/C(=C/c2ccccc2)C1=O)C1CCCN1C(=O)c1cccs1 (stereo not drawn),0.6,1623,8,4,-1,-3,41,-9,1,-6
CCOc1ccc(N2CC(O)(c3cccs3)[N+]3=C2CCCC3)cc1 (stereo not drawn),1.2,1646,1,0,11,2,-17,3,1,-5
COc1ccc(C2CC(c3cccs3)=NN2C(=O)CSc2nnnn2C)cc1OC (stereo not drawn),1.1,1709,-5,0,-1,-4,-9,-3,1,-10
CN(C)CCNC(=O)/C(=C/c1ccc(-c2cccc(Cl)c2)o1)NC(=O)c1ccccc1,0.9,1580,-1,6,2,-3,6,-6,1,-3
CCOC(=O)c1ccc(-c2ccc(/C=C(\C#N)C(=O)NCC3CCCO3)o2)cc1 (stereo not drawn),1,1809,10,9,5,-4,2,1,1,-6
COc1ccc(CCN(C(=O)Cn2nnc3ccccc32)C(C(=O)NCC2CCCO2)c2ccncc2)cc1OC (stereo not drawn),1,1468,2,-3,-5,-6,2,2,1.1,1
CSC(=S)N/N=C/c1ccc(N(C)C)cc1,1.2,1742,9,-2,7,1,-19,5,1,-15
Cc1ccc(NC(=O)C2CCCN(S(=O)(=O)c3ccc4c(c3)oc(=O)n4C)C2)nc1 (stereo not drawn),1,1739,6,6,4,1,-2,-7,1,-3

Arranged by value in PPARg SRC-2 ag (highest first): four of the compounds above.
Molecule	bIAP activator	PPARg SRC-2 ag	PPARg SRC3 recr	PPARg SRC1 recr	TNAP inh hi DEA	bIAP inhibitor	HMGR II inh	TNAP act hi DEA	TNAP inh no acc
CCOC(=O)c1ccc(-c2ccc(/C=C(\C#N)C(=O)NCC3CCCO3)o2)cc1 (stereo not drawn)	1	10	9	5	-4	2	1	1	-6
CSC(=S)N/N=C/c1ccc(N(C)C)cc1	1.2	9	-2	7	1	-19	5	1	-15
CN(C)CCNC(=O)/C(=C/c1ccc(-c2cccc(Cl)c2)o1)NC(=O)c1ccccc1	0.9	-1	6	2	-3	6	-6	1	-3
COc1ccc(C2CC(c3cccs3)=NN2C(=O)CSc2nnnn2C)cc1OC (stereo not drawn)	1.1	-5	0	-1	-4	-9	-3	1	-10

The list goes on:
SMILES,bIAP activator,SRC2 TRFRET art,PPARg SRC-2 ag,PPARg SRC3 recr,PPARg SRC1 recr,TNAP inh hi DEA,bIAP inhibitor,HMGR II inh,TNAP act hi DEA,TNAP inh no acc
O=Nc1onc(-c2ccc([N+](=O)[O-])cc2)c1NO,1,1695,0,5,9,1,-2,6,1,-20
CC(C(=O)N1CCN(c2ccccc2)CC1)N1C(=O)C2CC=CCC2C1=O (stereo not drawn),0.9,1624,3,10,1,-4,7,-2,1,-12
CC(=O)Nc1cc(C(=O)c2ccccc2)ccc1N1CCOCC1,1,1648,11,1,5,0,4,-2,1,-12
CC(=O)NC(C(=O)c1ccccc1)C(=O)c1ccccc1,1,1427,0,5,-4,1,-2,-6,1,-5
CN(C(=O)C1CCOC1)c1nnc(-c2cccnc2)s1 (stereo not drawn),1,1553,-6,-4,1,5,-2,-1,1,-2
COC(=O)c1ccc(-c2ccco2)n1Cc1ccccc1Cl,0.9,1346,-4,1,1,-6,7,0,1.1,2
CCN(CC)S(=O)(=O)c1cccc(C(=O)Nc2nncs2)c1,0.9,1672,-11,-1,-17,-6,12,-1,1.1,-5
C/C(=N\Nc1cccc(Cl)c1)c1ccc(-n2ccnc2)cc1,0.9,1575,12,3,12,-4,12,6,1,-2
Cc1cc(NC(=O)CCC(=O)N(CC2CCCO2)C(C(=O)NC2CCCC2)c2ccccc2C)no1 (stereo not drawn),nt,1396,-7,-9,-7,nt,nt,nt,nt,nt
CCCCC(=O)Nc1ccc(NC(=O)c2ccccc2[N+](=O)[O-])cc1OC,0.9,1556,0,5,-1,0,6,-3,1,-9
CCOc1ccc(-c2nc(C)c(C(C)=O)n2O)cc1,0.9,1595,-10,4,8,-5,8,-6,1.1,-6
COc1ccc(-c2nc(C#N)c(NCc3ccco3)o2)cc1,1,1634,-1,3,4,-4,4,-6,1,-13
O=C(CSc1ccc2c(c1)OCCO2)NCC1CCCO1 (stereo not drawn),0.9,1363,-1,3,-7,-7,10,-1,1.1,-17
COc1ccc(/C=C/C(=O)NCc2cccnc2)cc1,0.8,1626,0,-2,13,-1,16,1,1,-19
CCCCN(C)CCC(=O)Nc1ccc(C)cc1,0.7,1466,1,-4,-8,-4,26,4,1,-7
C/C(CC(=O)Nc1ccccc1Cl)=N\NC(=O)C(=O)NCCO,1.1,1537,0,2,2,-3,-12,0,1,-24
O=C(CCc1ccc(S(=O)(=O)NCc2ccccc2)cc1)N1CCN(Cc2ccc3c(c2)OCO3)CC1,1,1419,9,12,10,2,-2,0,1,-2
O=C(NNC(=O)c1cccs1)c1ccc2ccccc2c1,1.1,1407,0,0,-9,-1,-13,-3,1,-39
CCN1CCc2c(sc(NC(=O)c3ccc(S(=O)(=O)N4CCOCC4)cc3)c2C(N)=O)C1,0.9,1697,9,6,2,6,7,-2,0.9,-5
O=C(O)c1cc(S(=O)(=O)N2CCOCC2)ccc1N1CCCCC1,1,1554,-10,-2,-2,0,-5,-1,1,-10
CC(=O)c1ccc(-n2c(-c3cc(-c4ccco4)[nH]n3)n[nH]c2=S)cc1,1.5,1618,8,9,-5,-2,-49,1,1,-40
COC(=O)c1ccc(NC(=O)C(C)N2C(=O)c3ccccc3C2=O)cc1 (stereo not drawn),0.9,1718,13,2,3,-3,11,-5,1,-14
COc1cccc2cc(C(C)N(CCCN3CCOCC3)C(=S)Nc3cccc(C)c3)oc12 (stereo not drawn),1.2,1426,-1,2,-10,-2,-25,1,1,-2
O=C(CN1C(=O)C2CCCCC2C1=O)OCC(=O)c1ccc(Cl)s1 (stereo not drawn),0.9,1630,12,4,9,0,11,-3,1,-2
O=C(CNC(=O)Cn1cnc2sc3c(c2c1=O)CCCC3)NCc1ccccn1,1,1531,1,-11,0,-4,-4,-7,1,-8
CCOC(=O)c1ccc(OS(=O)(=O)c2ccccc2)c(OC)c1,1.1,1494,-3,1,3,3,-7,-2,1,-13
CCNc1nc(SCC(=O)OC)nc(N(C)C)n1,1,1486,-1,-2,-6,-6,-1,2,1.1,-2
COc1ccc(OC)c(-c2csc(N(C)C(=O)Cc3ccccc3)n2)c1,1.2,1632,4,5,2,-4,-23,-6,1,4
CC1CCN(CC(O)COc2ccc(F)cc2)CC1 (stereo not drawn),0.9,1696,12,-5,4,0,6,1,1,-12
COc1ccc(C(=O)c2no[n+]([O-])c2C(=O)c2ccc(OC)cc2)cc1,0.9,1607,-3,6,15,-6,9,-2,1.1,-14
Cc1ccc(Cn2c(C(=O)O)cc3sccc32)cc1,0.9,1612,-1,-2,4,-3,13,5,1,-9
O=C(COC(=O)c1ccc([N+](=O)[O-])o1)Nc1cccc(S(=O)(=O)N2CCOCC2)c1,0.9,1592,2,-2,15,-2,12,1,1,-5
CC(C)Sc1nc2c(c(=O)n(C)c(=O)n2C)n1C,1.1,1663,1,12,-2,-2,-7,-7,1,-4
CCOC(=O)c1cc(-c2ccccc2)sc1NC(=O)C(C)OC(=O)c1cccnc1Cl (stereo not drawn),1,1526,5,3,5,-2,-4,-1,1,-7
Cc1nnc(C)n1/N=C/c1cc(Br)ccc1O,1,1636,10,7,8,-1,2,-4,1,-13
O=C(COc1ccc(/C=N/NS(=O)(=O)c2ccccc2)cc1)Nc1ccccc1,1,1442,5,0,7,-5,-3,-6,1,-5
COCCn1c(=O)sc2ccccc2c1=O,1,1845,2,6,4,0,0,-11,1,-1
Cc1cc(C)c(S(=O)(=O)c2c(C)cccc2C)c(Cl)n1,0.9,1726,-4,19,0,-1,10,2,1,-6
CC(C)c1ccc(C2C3=C(COC3=O)Nc3cc4c(cc32)OCO4)cc1 (stereo not drawn),1,1602,7,4,-6,-4,-1,-4,1,-11
CCCCOc1ccc(CC2CCC(=O)NC2=O)cc1 (stereo not drawn),1,1509,8,3,5,-3,-2,-5,1,-6
CC(NC1CCCCC1)C(=O)NN=C(c1ccccc1)c1ccccc1 (stereo not drawn),1,1624,8,-1,4,-7,-4,2,1.1,-4
COc1ccc(C2NC(=O)CS2)cc1 (stereo not drawn),1,1482,6,8,8,-5,4,0,1,-27
CN1CCN(c2nc(Nc3cccc(C(F)(F)F)c3)nc(N3CCOCC3)n2)CC1,1,1608,3,2,1,-6,4,-3,1.1,-3
Cc1ccc(S(=O)(=O)/C(C#N)=C/c2ccccc2OCc2ccccc2)cc1,0.8,1604,5,3,11,2,20,2,1,-7

Two compounds from above with just TNAP inh no acc, TNAP inh hi DEA and PPARg SRC3 recr:
compound | TNAP inh no acc | TNAP inh hi DEA | PPARg SRC3 recr
COCCn1c(=O)sc2ccccc2c1=O | -1 | 0 | 6
Cc1cc(C)c(S(=O)(=O)c2c(C)cccc2C)c(Cl)n1 | -6 | -1 | 19

Assay outcomes from PubChem.
